miR122 inh: blocks miR-122 activity in Huh7 sensor cells; Huh7 miR-122 Renilla luciferase sensor, 48 h; neutral wells = 0, positive control = 100; activation (reporter increase), % at 12.5 µM; 340,000 tested, 0.3% active;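 active = mean replicate activation score at least 90 and every replicate individually at or above 90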;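 also: higher luciferase means less miR-122 activity so hits act as miR-122 inhibitors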
SIRT5 inh: blocks human SIRT5 desuccinylation of peptide; Purified SirT5, succinyl-peptide AMC, trypsin-coupled fluorescence; Q9NXA8; 330,000 tested, 1.1% active; inhibition, % at 15 µM; in the data active = inhibition above about 15%
Target sequence (Q9NXA8 whole entry, looked up): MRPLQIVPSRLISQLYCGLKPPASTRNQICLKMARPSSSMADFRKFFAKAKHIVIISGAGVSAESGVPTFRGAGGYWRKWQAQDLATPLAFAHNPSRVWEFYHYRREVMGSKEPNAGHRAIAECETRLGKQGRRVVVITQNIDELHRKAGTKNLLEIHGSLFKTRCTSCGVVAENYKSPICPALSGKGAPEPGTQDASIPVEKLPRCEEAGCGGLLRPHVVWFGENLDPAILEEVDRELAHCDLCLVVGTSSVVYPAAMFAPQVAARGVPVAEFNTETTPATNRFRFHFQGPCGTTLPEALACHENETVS
esBAF inh: blocks esBAF chromatin remodeling in mouse ES cells. Bmi1-luciferase knock-in reporter, 24 h; 100% = twice the neutral-well signal. reporter increase, % at 12.5 µM. 350,000 tested, 2% active; in the data active = activation above about 40%;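 also: 0% = median of the plate's neutral control wells and 100% = double that signal; a rise in the Bmi1 reporter signal indicates esBAF inhibition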
Cneo AK release: causes C. neoformans cell lysis; 360,000 tested, 0.2% active; adenylate kinase release luminescence, 4 h; normalised: neutral wells 0, clomiphene wells 100; lysis activity, % at 15 µM;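 active = mean lysis activity across replicates of at least 80%, whatever share of replicates individually reach that level; inactive = mean lysis activity below 80%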
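Assay system: Cryptococcus neoformans yeast cells / Dosing: single-point compound dose / Timing: 4 h at 37 °C static, read 1 h later / Measured by: luminescence of released adenylate kinase using an AK detection reagent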
Statin myotox sup: protects C2C12 myotubes from simvastatin toxicity; ATP luminescence, 48 h; scaled: DMSO 0, geranylgeraniol control 100; rescue of ATP level, % at 7.49 µM; 330,000 tested, 0.78% active;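 active = mean ATP rescue above about 67%, or every replicate alone reaching that limit, limit read from the data, passing the limit was not always enough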;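 also: myotubes were challenged with 10 µM simvastatin during compound exposure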
ARNT TACC3 PPI: disrupts binding between human ARNT and TACC3. AlphaScreen His-ARNT PAS-B/GST-TACC3 binding, luminescence; TACC3 fragment carries E629A point mutation. 390,000 tested, 0.66% active. AID 623870. inhibition, % at 9.99 µM;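 active = mean inhibition of replicates at least 50% and at least half of replicates each reaching 50%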;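 also: 0% = complete ARNT plus TACC3 wells and 100% = ARNT alone without TACC3; many hits fall short of the cut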
ERp5 inh: ERp5 (human) disulfide isomerase inhibition; AID 651711; inhibition, % at 9.99 µM; ERp5 insulin aggregation, absorbance 650 nm, 90 min; Q15084; 350,000 tested, 0.05% active;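 active = mean replicate inhibition above about 25%, with every replicate also reaching it, limit read from the data, passing the limit was not always enough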
Target sequence (Q15084 whole entry, looked up): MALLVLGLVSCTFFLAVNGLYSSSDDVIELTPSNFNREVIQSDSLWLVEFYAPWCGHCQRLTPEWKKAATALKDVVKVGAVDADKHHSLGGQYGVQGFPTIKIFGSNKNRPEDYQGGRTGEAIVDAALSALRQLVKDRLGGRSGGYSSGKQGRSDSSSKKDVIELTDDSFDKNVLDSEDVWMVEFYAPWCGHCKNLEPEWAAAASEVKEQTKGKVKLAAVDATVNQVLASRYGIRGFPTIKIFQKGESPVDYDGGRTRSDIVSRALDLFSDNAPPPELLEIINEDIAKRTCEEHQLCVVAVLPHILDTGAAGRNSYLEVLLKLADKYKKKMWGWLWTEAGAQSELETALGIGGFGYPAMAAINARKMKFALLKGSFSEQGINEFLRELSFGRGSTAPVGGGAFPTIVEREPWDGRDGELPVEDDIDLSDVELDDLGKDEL
The depositor's hits bear a star; . = not tested or not shown; & = joins results of further samples; [ ] = dose if it differs, or a comment. The order is random. About 4% of those tested had a hit in this group.

Short keys: A = miR122 inh; B = SIRT5 inh; C = esBAF inh; D = Cneo AK release; E = Statin myotox sup; F = ARNT TACC3 PPI; G = ERp5 inh
Cc1nnc(N/N=C/C2CC=CCC2)[nH]c1=O (stereo unspecified)
  A = -4; B = 1; C = -3; D = .; E = 4; F = 26; G = -2

Cc1ccc(S(=O)(=O)NCCC(=O)NCCCSc2ccccc2)cc1
  A = 11; B = 1; C = -4; D = 1; E = 5; F = 5; G = -2

O=C(NCc1ccccn1)C(=O)Nc1cccc2ccccc12
  A = .; B = 0; C = .; D = .; E = .; F = -2; G = -7

CN1OC[C@@H]2CN(Cc3ccccc3)[C@H](c3cccc(-c4ccccc4)c3)C[C@@H]21
  A = -4; B = 9; C = -4; D = 0; E = 50; F = .; G = 5

CN(C)CCCNC(=O)C[C@@H]1CC[C@@H](NS(=O)(=O)c2ccccc2)[C@@H](CO)O1
  A = .; B = -2; C = 0; D = -1; E = 5; F = 5; G = 1

O=C(O)CCCC(=O)N1CCCC1
  A = 3; B = .; C = .; D = .; E = .; F = -1; G = -3

Cc1cccc(OCc2nc(-c3ccc(-n4cccc4)cc3)no2)c1
  A = -2; B = 2; C = -5; D = 2; E = -3; F = .; G = -6

O=C(NCC[C@@H]1CC[C@@H](NS(=O)(=O)c2cccc(F)c2)[C@@H](CO)O1)c1cnccn1
  A = .; B = -1; C = -8; D = -2; E = -4; F = -27; G = -1

COc1ccc(CNC(=O)C(=O)NCC2CCCN2S(=O)(=O)c2cccs2)cc1 (stereo unspecified)
  A = .; B = -4; C = 2; D = -1; E = -1; F = -3; G = 3

COc1ccc(OC)c2[nH]c(=O)c(CCNC(=O)c3ccc(Br)o3)cc12
  A = -2; B = .; C = -2; D = -3; E = -3; F = 2; G = .

C[C@H](CO)N1C[C@H](C)[C@@H](CN(C)C(=O)C2CC2)Oc2cc(Br)ccc2S1(=O)=O
  A = 4[16.7 µM]; B = -13; C = -4; D = -1; E = 12; F = -1; G = -2

O=C(CN(C(=O)CNC(=O)c1cccs1)c1ccccc1F)NC1CCCC1
  A = 0; B = -1; C = 7; D = 7; E = 8; F = 5; G = 1

O=C(Cc1ccccc1[N+](=O)[O-])NCc1ccccc1Cl
  A = -3; B = .; C = 28; D = 0; E = .; F = 3; G = .

CCc1csc(N2[C@H](C#N)[C@@H](c3ccc(-c4cccc(F)c4)cc3)[C@H]2CO)n1
  A = .; B = 4; C = 3; D = 17; E = 1; F = 18; G = -4

CN(CC(=O)Nc1ccc(C#N)cc1)Cc1ccc(Cl)cc1
  A = 12; B = .; C = 0; D = -1; E = -8; F = 9; G = .

COc1ccccc1N1CCN(C2CCCN(C(=O)CN3CCCCC3=O)C2)CC1 (stereo unspecified)
  A = -5; B = 1; C = -2; D = -2; E = 2; F = -2; G = 5

Nc1cccc2[nH]c(=O)c3ccccc3c12
  A = 2; B = .; C = .; D = .; E = .; F = 2; G = 8

Nc1cc(Cl)nnc1Cl
  A = .; B = -1; C = -8; D = 3; E = -10; F = -9; G = 1

CCCS(=O)(=O)N1CCN(C(=O)c2cccs2)CC1
  A = 5; B = .; C = 9; D = 3; E = 3; F = -1; G = .

Cc1ccc2c(c1)N(CCC(=O)NCc1cccs1)C(=O)C(C)O2 (stereo unspecified)
  A = -3; B = .; C = -8; D = 0; E = -25; F = 0; G = .

CC(C)CC(OC(=O)CC1Sc2ccccc2NC1=O)C(=O)NC1CCCC1 (stereo unspecified)
  A = -5; B = 2; C = 4; D = 2; E = -3; F = -2; G = 2

COc1ccc(NC(=O)Nc2ccc3c(c2)CC(=O)N([C@@H](C)CO)C[C@@H](C)[C@H](CN(C)C(=O)Nc2cccc4ccccc24)O3)cc1
  A = -5[16.7 µM]; B = .; C = 3; D = -1; E = 78*; F = 1; G = .

COCc1cc(C)n(CC(=O)Nc2cc(C)cc(C)c2)c(=O)c1C#N
  A = 2; B = -2; C = -4; D = 0; E = -2; F = -2; G = 3

O=C(NCc1cccnc1)c1cc(C2CCCN(S(=O)(=O)c3cccs3)C2)on1 (stereo unspecified)
  A = 4; B = -3; C = 0; D = -1; E = 8; F = .; G = 0

CC(Nc1n[nH]c(=S)[nH]c1=O)C(=O)OCc1ccccc1 (stereo unspecified)
  A = 1; B = .; C = .; D = 3; E = .; F = 4; G = .

COc1ccc(CNC(=O)CSc2nc(C)cs2)cc1
  A = .; B = 2; C = .; D = .; E = .; F = -1; G = 3

O=C1CC(c2nc3ccccc3[nH]2)CN1Cc1ccccc1 (stereo unspecified)
  A = 0; B = .; C = 10; D = -2; E = .; F = -2; G = 2

C=CCNC(=O)c1onc(CSc2cc(C)cc(C)c2)c1C(=O)NCC=C
  A = -5; B = .; C = 3; D = 9; E = 9; F = -1; G = .

COc1ccc(N(C(=O)Cn2nnc3ccccc32)C2(C(=O)NC3CCCC3)CCCCC2)cc1
  A = 8; B = .; C = 1; D = .; E = 9; F = -15; G = .

O=C(c1ccco1)N1CCN(c2cccc(Cl)c2)CC1
  A = -2; B = -16; C = 45*; D = 1; E = -5; F = 3; G = -4

CCCC(=O)Nc1sc(C(=O)Nc2cccc(N)c2)c(C)c1C(=O)OC
  A = -5; B = 0; C = 7; D = 3; E = -4; F = -3; G = 1

COc1ccc(CNC(=O)CN2C(=O)NC3(CCCCCC3)C2=O)cc1
  A = .; B = -1; C = -4; D = 1; E = 4; F = 1; G = -8

COC(=O)c1cc(OC)c(OC)cc1NC(=S)Nc1cccc(C(C)=O)c1
  A = 14; B = .; C = .; D = 1; E = .; F = 26; G = .

COc1ccccc1N(C)S(=O)(=O)c1ccc(C(=O)OCC(=O)NCCC2=CCCCC2)cc1
  A = -3; B = -1; C = 12; D = .; E = -5; F = -9; G = 6

CCOC(=O)C1CCCCN1S(=O)(=O)c1ccc2c(c1)CC(C)N2C(=O)C1CCC1 (stereo unspecified)
  A = 0; B = -1; C = -2; D = 3; E = -21; F = 3; G = -6

CCS(=O)(=O)N1Cc2ccccc2CC1C(=O)Nc1nnc(SCc2c(Cl)cccc2Cl)s1 (stereo unspecified)
  A = 1; B = 2; C = .; D = 2; E = .; F = -2; G = 6

CCc1c(O)nc(N2CCN(Cc3ccccc3)CC2)[nH]c1=O
  A = 1; B = .; C = -1; D = 1; E = 4; F = -2; G = .

Cc1nc2ccc(NC(=O)CS(=O)(=O)c3ccc(F)cc3)cc2s1
  A = 3; B = -1; C = 24; D = 3; E = -5; F = -2; G = -1

NC(=O)N/N=C(/CCCCCC/C(=N\NC(N)=O)c1ccccc1)c1ccccc1
  A = -10; B = -3; C = .; D = -2; E = .; F = .; G = -1

Cc1cc(Cl)c(C)c(S(=O)(=O)N2CCN(CC(=O)N3CCOCC3)CC2)c1Cl
  A = -6; B = 1; C = 6; D = 0; E = 1; F = 1; G = 8

Part of the list above, with values under each structure:
Under each structure – miR122 inh | SIRT5 inh | esBAF inh | Cneo AK release | Statin myotox sup | ARNT TACC3 PPI | ERp5 inh
COc1ccccc1N(C)S(=O)(=O)c1ccc(C(=O)OCC(=O)NCCC2=CCCCC2)cc1
→ -3 | -1 | 12 | . | -5 | -9 | 6
Cc1cc(Cl)c(C)c(S(=O)(=O)N2CCN(CC(=O)N3CCOCC3)CC2)c1Cl
→ -6 | 1 | 6 | 0 | 1 | 1 | 8
COc1ccc(CNC(=O)CN2C(=O)NC3(CCCCCC3)C2=O)cc1
→ . | -1 | -4 | 1 | 4 | 1 | -8

Next entries.
Short keys: A = miR122 inh; B = SIRT5 inh; C = esBAF inh; D = Cneo AK release; E = Statin myotox sup; F = ARNT TACC3 PPI; G = ERp5 inh
COc1ccc(NC(=O)CN(C)C(=O)CNC(=O)c2cccs2)cc1
  A = .; B = -4; C = .; D = -2; E = .; F = -1; G = -1

CN(Cc1ccccc1Cl)C(=O)C1CC(=O)N(c2ccc3c(c2)OCCO3)C1 (stereo unspecified)
  A = -1; B = -2; C = 8; D = -5; E = 0; F = -1; G = 4

Nc1nonc1C(=O)N/N=C/c1ccc(-c2ccc(Cl)c(C(=O)O)c2)o1
  A = .; B = 10; C = .; D = .; E = .; F = 21; G = 1

O=C(c1ccco1)N(CCC(c1ccccc1)c1ccco1)Cc1ccc(F)cc1 (stereo unspecified)
  A = 3; B = 0; C = 1; D = -4; E = 8; F = .; G = 0

CCCCN(C=O)c1c(CC)nc2ccc(C(=O)N3CCN(S(=O)(=O)CC)CC3)cn12
  A = 3; B = -2; C = 6; D = -1; E = -2; F = .; G = -1

Cc1ccc(Cn2ccc(NC(=O)CCSc3nc(-c4ccco4)cc(C(F)(F)F)n3)n2)cc1
  A = 0; B = .; C = -6; D = 3; E = -9; F = -1; G = .

C=C(c1ccccc1C)[n+]1ccccc1
  A = -4; B = 1; C = 0; D = -1; E = -6; F = -2; G = 0

CC1CCCCN1C(=O)C1COc2ccccc2O1 (stereo unspecified)
  A = -14; B = -2; C = 2; D = 8; E = 7; F = -3; G = -1

CCCCn1c(N)c(N(CCC(C)C)C(=O)CC2OC(=O)c3ccccc32)c(=O)[nH]c1=O (stereo unspecified)
  A = 0; B = -1; C = 0; D = 2; E = -15; F = 0; G = 3

COC(=O)[C@]1(CC(C)C)N[C@H](c2ccc(-c3ccc(OC)cc3)cc2)[C@@H]2C(=O)N(C)C(=O)[C@@H]21
  A = .; B = -19; C = 15; D = 1; E = 9; F = 0; G = 6

Cc1ccc(S(=O)(=O)NCCC(=O)OCC(=O)Nc2cccc(S(=O)(=O)NC3=NCCCCC3)c2)cc1
  A = .; B = -6; C = .; D = 0; E = .; F = -9; G = -4

O=C(Nc1ccncc1)C1CC(=O)N(c2ccccc2)C1 (stereo unspecified)
  A = 5; B = 3; C = 5; D = -2; E = -8; F = -5; G = 28*

Cn1c(O)c(C(C#N)=C2N=c3ccccc3=N2)c2ccccc21
  A = 2; B = .; C = 31; D = -4; E = 22; F = 2; G = .

C[C@@H]1CN([C@H](C)CO)C(=O)c2cc(-c3cncnc3)cnc2O[C@@H]1CN(C)Cc1ccc(Oc2ccccc2)cc1
  A = -9[16.7 µM]; B = 2&3; C = -11&-8; D = -4&-2; E = 15&9; F = 6&2; G = -77&-1

Cc1cc(C)c2c(=O)n(CC(=O)Nc3ccc(Cl)cc3)sc2n1
  A = .; B = -4; C = .; D = .; E = .; F = 1; G = 5

COCCn1c(=NC(=O)c2ccc(S(=O)(=O)N3CCCc4ccccc43)cc2)sc2cc(S(C)(=O)=O)ccc21
  A = -6; B = .; C = .; D = -1; E = .; F = -3; G = .

C=C1[C@@H](OC(C)=O)CC[C@]2(C)[C@@H]1C[C@@H]1C[C@H](OC(C)=O)C(C)=C([C@@H](OC(C)=O)[C@@H]2OC(C)=O)C1(C)C
  A = -6; B = 6; C = -8; D = 1; E = -15; F = 7; G = 3

CN1CCN(Cc2nc3ccccc3c(=O)n2Cc2nc(-c3ccccc3F)cs2)CC1
  A = 6; B = .; C = .; D = 2; E = .; F = 14; G = .

COc1ccccc1S(=O)(=O)N(C)C[C@H]1OCc2ccccc2-c2c(n(C)c3ccccc23)C(=O)N([C@H](C)CO)C[C@H]1C
  A = .; B = 6; C = 1; D = 0; E = 13; F = 17; G = 13

N#CCC(=O)Nc1ccc(C(=O)OCC(=O)Nc2cccc3ccccc23)cc1
  A = -8; B = -1; C = -7; D = -1; E = 4; F = .; G = 8

Cn1cnnc1SCC(=O)Nc1cc(S(=O)(=O)N2CCCCCC2)ccc1Cl
  A = 1; B = .; C = 1; D = 0; E = -4; F = -29; G = .

Cc1cc(C)c(S(=O)(=O)NCc2cccnc2)cc1C
  A = 46; B = .; C = 5; D = 1; E = 15; F = -1; G = 0
